From PubChem BioAssay
LMP1 NFkB inh = Epstein-Barr LMP1 NF-kappaB reporter inhibition. inhibition, % at 12.5 µM. LMP1-induced NF-kappaB luciferase reporter cells, luminescence. 350,000 compounds, 0.69% hits; in the data active means inhibition above about 41%;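 further: 0% = neutral control wells and 100% = reference inhibitor control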
NOD2 RIPK2 PPI = NOD2-RIPK2 protein interaction inhibition. O43353. CHO BLA complementation NOD2-RIPK2, CCF4 ratio. inhibition, % at 4.98 µM. 360,000 compounds, 0.38% hits. AID 624267; in the data active means inhibition above about 21%;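 further: 0% = vehicle only and 100% = reference blocker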
LRH-1 inv ag = inverse agonists of human LRH-1 (NR5A2); O00482; HEK293T StAR-luciferase reporter, LRH-1 transfected, 24 h; inhibition, % at 3.6 µM; 360,000 compounds, 0.13% hits; AID 602396;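 active means inhibition above the mean inhibition of all tested compounds plus 3 SD, cut at about 73% in these data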;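 further: 0% = DMSO wells and 100% = reporter-only cells lacking LRH-1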
TROY NFkB inh = blocks TROY-dependent signaling in reporter cells | Q293 LMP1-TROYcd NF-kB luciferase reporter, 4 h | inhibition, % at 10 µM | 360,000 compounds, 0.98% hits | AID 1347056;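 active means compounds whose plate-normalised and pattern-corrected inhibition of the luciferase reporter signal at the single screening dose is 50% or more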
TLR9-MyD88 inh = blocks human TLR9 binding to MyD88; Q9NR96+Q99836; CHO BLA complementation TLR9-MyD88, CCF4 FRET ratio; inhibition, % at 4.98 µM; 340,000 compounds, 0.21% hits; AID 504734;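 active means inhibition above the mean over all tested compounds plus 3 SD, cut at about 21% in these data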;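 further: 0% = DMSO only wells and 100% = clavulanate BLA inhibitor control wells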
TWEAK Fn14 block = TWEAK-Fn14 signaling inhibition | TWEAK-stimulated Fn14 reporter cells, luciferase luminescence, 8 h | inhibition, % at 10 µM | 360,000 compounds, 2% hits | AID 1159606; in the data active means inhibition above about 50%
NCOA2 inhibitor = human SRC2 (NCOA2) inhibition. HEK293 GAL4-SRC2 luciferase reporter, luminescence. AID 651957. 370,000 compounds, 0.17% hits. inhibition, % at 9 µM;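 active means inhibition above the mean inhibition of all tested compounds plus 3 SD, set per campaign, cut at about 52% in these data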;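 further: 0% = DMSO treated cells and 100% = cells given Gossypol at 36 µM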
COUP-TFII inh = blocks human COUP-TFII nuclear receptor | P24468 | HEK293T NGFI-A luciferase reporter, luminescence | inhibition, % at 8.6 µM | 370,000 compounds, 0.7% hits | AID 686940;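 active means inhibition above a per-plate cutoff, mean inhibition of test wells between control levels plus 3 SD, cut at about 38% in these data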;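 further: cells cotransfected with COUP-TFII expression vector driving the NGFI-A reporter; 0% = median of COUP-TF2 test wells and 100% = reporter-only cells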
SRC3 inh = inhibitors of human steroid receptor coactivator 3 (SRC3); Q9Y6Q9; HEK293 GAL4-SRC3 luciferase reporter, luminescence; inhibition, % at 3.6 µM; 360,000 compounds, 0.17% hits;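 active means inhibition above a per-campaign cutoff, the mean of all compounds plus 3 SD, cut at about 60% in these data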;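 further: 0% = DMSO-treated cells and 100% = gossypol-treated cells at 36 µM; higher means less SRC3-driven luciferase light from the GAL4 reporter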
NCOA1 inh = inhibits human SRC1 coactivator | Q15788 | HEK293 GAL4-SRC1 luciferase reporter, luminescence | inhibition, % at 3.6 µM | 360,000 compounds, 0.12% hits | AID 588354;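 active means inhibition above the campaign mean plus 3 SD, with each screening campaign given its own cutoff, cut at about 60% in these data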;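 further: 0% = DMSO treated cells and 100% = gossypol at 36 µM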
C8 TRAIL sens = caspase-8 TRAIL sensitization; NB7+C8 cells + TRAIL, ATPlite viability luminescence; inhibition (viability loss, TRAIL sensitization), % at 10 µM; 360,000 compounds, 1% hits;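 active means compounds causing at least 50% loss of cell viability in the single-dose screen, relative to plate controls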
Starred values were filed as active, the others as inactive; x = no result given. Only part of the results is shown. The share of hits here may be higher or lower than overall.

Each structure is followed by: LMP1 NFkB inh	NOD2 RIPK2 PPI	LRH-1 inv ag	TROY NFkB inh	TLR9-MyD88 inh	TWEAK Fn14 block	NCOA2 inhibitor	COUP-TFII inh	SRC3 inh	NCOA1 inh	C8 TRAIL sens
> CCOC(=O)c1cc(C)n(Cc2cccc(OC)c2OC)c1C
  13	-11	-6	-6	-19	17	15	7	0	7	14
> O=C(COC(=O)Cn1cc(C(F)(F)F)ccc1=O)NCc1ccccc1
  -5	-2	-8	5	2	16	-10	9	-11	-11	-19
> O=C(CSc1nnc2nnc3ccccc3n12)N1CCOCC1
  19	9	15	68*	7	64*	-40	-9	6	-22	-7
> CC(C(=O)NC1C(=O)N2C(C(=O)O)=C(CSc3nnnn3C)CSC12)n1cc(Br)cn1 (centres undefined)
  -4	-7	12	0	15	-4	17	15	7	12	-8
> Cc1cc(C(=O)Oc2cccnc2)ccc1[N+](=O)[O-]
  -4	1	17	24	-6	16	0	-9	19	8	-6
> Cc1ccc(NC(=O)CNc2ccc(N3CCOCC3)cc2)cc1S(=O)(=O)N(C)C
  1	2	9	15	4	3	-11	8	17	-11	1
> Cc1ccccc1N(CC(=O)N1CCCC1)S(=O)(=O)c1ccc(Cl)cc1
  2	-4	-17	0	-4	15	-4	7	18	-2	-26
> CCCCC(CCC(=O)O)(C(=O)OCC)c1csc(N)n1 (centres undefined)
  -2	-2	-1	x	7	73*	-17	-5	6	3	-15
> OCCC1CN(Cc2c(F)cccc2Cl)CCN1C1CCCCC1 (centres undefined)
  0	-6	2	-3	9	1	-5	2	12	8	9
> O=S1(=O)C[C@@H](O)[C@@H](Nc2ccccc2)C1
  x	-9	-18	-3	x	-6	-1	2	18	-4	7
> Cc1nc(SCc2ccccc2C)n[nH]1
  5	-1	-7	-4	2	-12	-32	-14	-2	-5	-3
> O=C(COC(=O)c1ccc(Br)o1)NCc1ccc2c(c1)OCO2
  -4	4	9	2	9	5	10	-8	10	-3	-2
> COc1nc(N)nc2c1ncn2C1OC(CO)CC1O (centres undefined)
  -1	3	-4	9	-13	21	-6	11	-30	-12	5
> N/C(=N\OC(=O)c1ccccc1Br)c1cccc([N+](=O)[O-])c1
  -38	0	-62	-22	0	0	-83	-29	-95	-80	27
> COc1ccc(Cl)cc1NC(=O)c1c(-c2ccccc2)noc1C
  7	-2	23	13	-8	3	-31	5	-3	8	-10
> Cc1ccc(N2C(=O)[C@@H]3[C@H](C2=O)C2c4ccccc4C=CN2[C@@H]3C(=O)c2ccco2)c(C)c1 (some centres undefined)
  1	-6	-7	-34	-2	14	-18	5	6	-7	-11
> CC(C)C[C@@H](C(=O)N[C@@H](C(=O)O)c1ccccc1)N1C(=O)N2CCc3c([nH]c4ccccc34)[C@@]2(C)C1=O
  -3	-27	23	7	-8	10	-12	8	9	-9	-14
> Cc1nn(CC2CC2)c(=O)n1N(C)c1ncc(C(F)(F)F)cc1Cl
  3	-4	12	-2	4	-14	7	-7	11	-5	4
> Cc1c(NC2=NC3(CCCCC3)Cc3ccccc32)c(=O)n(-c2ccccc2)n1C
  -7	11	15	26	-3	15	-5	4	1	-8	-3
> C=CCn1c(=O)[nH]c2cc(C(=O)N3CC=C(c4ccccc4)CC3)ccc2c1=O
  -8	-1	1	18	1	-12	-4	-7	12	-2	15
> O=C(NCCCc1ccncc1)C1CCC(=O)N(Cc2ccc(Cl)cc2)C1 (centres undefined)
  -1	5	-7	7	13	4	-1	14	2	2	0
> COc1ccc(OC)c(NC(=S)NC(=O)c2ccc(Br)o2)c1
  1	4	-18	-28	-13	-11	-4	-5	-11	1	0
> Cc1cc(C)cc(N(CCC#N)C(=O)COC(=O)C2CCN(c3ccc(C(F)(F)F)cn3)CC2)c1
  1	-2	3	-5	2	0	-4	-3	10	-14	7
> O=C(Cc1ccccc1)Nc1nnc(SCC(=O)NC2CCCC2)s1
  0	-8	7	-2	1	-10	-3	6	6	7	-3
> O=C1c2cccc3cccc(c23)C(=O)N1c1cccnc1
  4	-6	-9	-28	-8	-18	-8	3	-3	-5	-5
> C/C=C/C(=O)N1CC2(CC(c3cccc(NC(=O)COc4ccc(Cl)cc4)c3)=NO2)C[C@@H]1C(N)=O (some centres undefined)
  8	-1	6	-15	-8	-6	-5	-1	-14	-6	-6
> Cc1ccc(C)c(N2CCN(C(=O)Cn3ncn4cccc4c3=O)CC2)c1
  7	6	9	15	10	15	-14	10	20	14	10
> Nc1nc(NCCN2CCOCC2)nc(NCc2ccccc2)c1[N+](=O)[O-]
  9	1	16	6	-25	21	-4	0	23	-38	-5
> O=C(Nc1nnc(C(F)(F)F)s1)c1ccc(Br)s1
  -7	3	-68	16	15	28	5	-24	-28	-196	17
> CCC(=O)NC(Nc1c(C)n(C)n(-c2ccccc2)c1=O)C(Cl)(Cl)Cl (centres undefined)
  14	-11	3	-1	-9	2	-19	-10	-5	3	-6
> CCCC(=O)N1CC(=O)Nc2ccc(C)cc2C1c1ccccc1 (centres undefined)
  -3	3	8	-1	-10	17	31	3	0	-19	-2
> CCOc1ccc(N=C2NC(=O)S/C2=C\c2ccc(O)cc2)cc1
  6	9	-8	-10	10	-9	11	-24	-19	-14	12
> Cc1c(Cl)cccc1NC(=O)CSc1nc(=O)n(CCCN2CCOCC2)c2c1CCCC2
  -6	-4	-15	-1	-7	-11	-28	4	-5	5	-3
> C=CCN(CC=C)C(=S)NC(=O)Cc1cccc2ccccc12
  0	-2	-19	-13	-3	-2	-1	11	23	-5	-2
> COc1cc2c(cc1OC)CN(c1nc(CN3CCOCC3)nc3sc4c(c13)CCCC4)CC2
  10	6	-5	17	0	-47	6	1	-4	0	-2
> CCCCN1CC(C(=O)NC2CCCCC2)CC1=O (centres undefined)
  -3	-9	15	x	1	-4	4	0	-8	-15	-6
> N=C1/C(=C\c2ccc(OC(=O)c3ccco3)cc2)C(=O)N=C2SC(N3CCCCC3)=NN12
  -22	3	-12	-10	4	-9	-41	-6	-9	-3	8
> O=C(c1ccccc1)c1sc(Nc2ccc3c(c2)OCO3)nc1-c1ccccc1
  x	21*	-15	-2	x	27	-8	-3	22	25	-18
> CC1=C(C(=O)N(C(C)C)C(C)C)CC(CC(=O)NC2CCCC2)C(=O)N1Cc1ccccc1 (centres undefined)
  -1	-8	9	4	2	-3	-2	-7	-17	5	3
> CCOC(=O)c1cnc2nc(COc3ccccc3)[nH]n2c1=O
  2	5	-15	5	13	7	-1	-18	-5	1	13
> COc1cc(NC(=O)CCc2nnc3ccc(N4CCOCC4)nn23)cc(OC)c1OC
  0	7	7	0	13	-6	8	14	-3	-3	-23
> CCCOc1ccc(C(=O)NCCCn2ccnc2)cc1
  -7	-2	8	12	-1	2	2	1	-2	-2	-3
> Cc1cccc(CSCc2ccc(C(=O)O)o2)c1
  -8	-2	-18	-34	8	2	-4	2	-5	-17	0
> CC(C)Cn1c(-c2ccc(C#N)cc2)nc2c1c(=O)[nH]c(=O)n2CC(C)C
  -7	-6	-9	-9	-11	-19	-2	1	8	-4	-3
> COC(=O)C1=NN(c2cccc(C)c2)C2C(=O)N(c3ccccc3OC)C(=O)C12 (centres undefined)
  -31	5	-2	-7	3	-9	-14	2	5	-3	4
> COc1ccc(N2CCN(C(CNC(=O)C(=O)NCc3ccncc3)c3ccco3)CC2)cc1 (centres undefined)
  -6	0	7	7	1	27	10	16	17	7	10
> CC(=O)c1cccc(NC(=O)COC(=O)c2ccccn2)c1
  4	-3	1	-12	-10	15	-7	-13	-26	16	-5
> CCC(C)NCCCCOc1ccc(C)cc1[N+](=O)[O-] (centres undefined)
  -6	-5	-5	0	0	-8	-28	1	6	-3	5
> COCCN(C(=O)c1ccco1)C(C(=O)NC1CCCC1)c1cccs1 (centres undefined)
  -5	-12	5	-12	12	-18	17	-5	11	-2	-3
> COc1ccc(C(=O)OCCNC(=O)c2c(Cl)nc3ccccn23)cc1
  -1	-2	10	9	4	0	-26	5	4	-12	4
> COc1ccccc1NC(=O)C1CCCCC1
  -3	-1	10	-14	2	6	-1	-3	4	-20	-12
> N#Cc1ccc(OCC(=O)Nc2ccc(N3CCCC3)cc2)cc1
  0	2	-12	-2	-2	-6	17	2	-5	0	-2
> CCS(=O)(=O)c1ccc(O)c(NC(=O)COc2ccc(OC)cc2)c1
  -1	0	8	10	1	-9	3	1	-10	3	15
> O=C(COC(=O)/C=C/c1ccc(C(F)(F)F)cc1)NC1CCCC1
  -4	-13	5	-28	7	8	-20	-2	12	0	19
> CN(c1ccccc1)S(=O)(=O)c1ccc(C(=O)OCC(=O)NC(N)=O)cc1
  0	-14	-5	-8	-1	6	-16	7	24	-38	7
> CCOc1cc(C)c(S(=O)(=O)NC2CCCCC2)cc1C
  4	0	8	8	-4	1	5	11	-5	-22	-18
> C/C(=N\NC(=O)COc1ccc(C)cc1C(C)C)c1ccc(-n2ccnc2)cc1
  -9	-3	8	-21	-6	-13	-34	-14	-1	-4	34
> COc1ccccc1NC(=O)c1ccc(NC(=O)COC(=O)C(C)C)cc1
  -8	9	56	-7	-7	-11	17	-18	9	-18	-6
> CC1CCC(NC(=O)C2CCC(CNS(=O)(=O)c3cccc4cccnc34)CC2)CC1 (centres undefined)
  4	-4	2	5	-2	26	-14	3	13	-14	-1
> c1ccc(CN2CCC3CC2c2c3cccc2N2CCOCC2)cc1 (centres undefined)
  x	6	12	1	x	3	23	-3	6	9	-6

The list continues.
Each structure is followed by: LMP1 NFkB inh	NOD2 RIPK2 PPI	LRH-1 inv ag	TROY NFkB inh	TLR9-MyD88 inh	TWEAK Fn14 block	NCOA2 inhibitor	COUP-TFII inh	SRC3 inh	NCOA1 inh	C8 TRAIL sens
> CCOc1ccc(C(=O)C2CCN(C(=O)c3ccc([N+](=O)[O-])cc3)CC2)cc1
  4	-5	4	21	-6	6	8	24	12	6	30
> O=C1NC[C@H](Cc2ccccc2)N(CC2CCN(CCc3ccccc3)CC2)C1=O
  7	-6	7	3	1	-1	-16	-6	-3	-1	14
> COc1ccc(CCCN2CCC(CN3CCNC(=O)C3=O)CC2)cc1OC
  4	-3	10	-10	7	0	-2	-19	5	3	0
> CCOC(=O)CSc1nc2c(c(=O)[nH]c(=O)n2C)n1C/C=C(/C)Cl
  1	-2	8	7	0	11	2	13	8	-5	-2
> COCCNC(=O)Nc1ccc2nc(C)sc2c1
  24	-1	-7	-2	-4	5	-26	-5	-6	-10	-6
> CC(/C=C/c1ccccc1)=N\NC(=O)c1ccc(Br)cc1
  6	-4	-22	-23	3	1	-46	-9	-3	-7	0
> COC(=O)C[C@@H]1C[C@H]2c3cc(NC(=O)CC4CC4)ccc3O[C@H]2[C@@H](CO)O1
  2	1	9	-7	4	2	-3	-1	4	5	2
> COc1ccc(S(=O)(=O)N(C)C2CCS(=O)(=O)C2)cc1OC (centres undefined)
  13	-6	0	3	-2	19	19	-7	9	6	-18
